Compound activity (PubChem BioAssay)
ABCB6 inh 2: ABCB6 transporter inhibitors, primary screen, K562-ABCB6 cells, flow cytometry, MLPCN library; K562-ABCB6 porphyrin accumulation, 1 h; active compounds read low; fluorescence ratio to DMSO, % at 10 µM; 360,000 compounds, 0.19% hits;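 active = fluorescence ratio to DMSO below 75%, the collection mean minus 3 SD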;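 note: signal is porphyrin accumulated inside mitochondria; 100% equals median channel fluorescence of DMSO control wells; lower ratio means ABCB6 inhibition with less porphyrin fluorescence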
ABHD5 PLIN5 PPI: ABHD5-PLIN5 interaction inhibitors, primary screen, cell lysate, split luciferase complementation, luminescence | Perilipin-5 (Homo sapiens) + 1-acylglycerol-3-phosphate O-acyltransferase ABHD5 (Homo … | Split G. princeps luciferase complementation, 4 h | inhibition, % at 4 µM | 360,000 compounds, 0.78% hits | AID 602281, 2012;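 active = inhibition above the mean inhibition across every tested compound plus 3 SD, cut at about 22% in these data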;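 note: 0% = DMSO only wells and the 100% control is not disclosed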
HTR2A ag: mouse Htr2a agonists via beta-arrestin recruitment, primary screen, cell-based, luminescence; CHO-K1 mHTR2A beta-arrestin complementation; percent of 30 µM serotonin response; activation, % at 7.6 µM; 360,000 compounds, 0.66% hits; AID 624169, 2012;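 active = activation above a run cutoff, the mean activation of all tested compounds plus 3 SD, cut at about 14% in these data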;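 note: 0% = plate median of compound wells and 100% = 30 µM serotonin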
Target sequence (P35363 whole entry, looked up): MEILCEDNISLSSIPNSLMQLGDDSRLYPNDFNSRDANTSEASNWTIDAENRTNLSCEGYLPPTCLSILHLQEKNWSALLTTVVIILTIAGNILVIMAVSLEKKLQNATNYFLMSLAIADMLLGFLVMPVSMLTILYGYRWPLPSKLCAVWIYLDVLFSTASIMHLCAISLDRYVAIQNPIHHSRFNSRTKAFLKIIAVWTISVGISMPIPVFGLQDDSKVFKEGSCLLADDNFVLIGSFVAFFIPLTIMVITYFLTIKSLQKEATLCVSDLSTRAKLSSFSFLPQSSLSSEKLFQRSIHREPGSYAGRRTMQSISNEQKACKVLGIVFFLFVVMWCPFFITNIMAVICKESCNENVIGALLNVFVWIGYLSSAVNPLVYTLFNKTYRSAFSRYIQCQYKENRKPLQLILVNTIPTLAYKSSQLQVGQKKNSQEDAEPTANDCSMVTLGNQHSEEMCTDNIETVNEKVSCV
MC4R barr agon: MC4R agonists recruiting beta-arrestin, primary screen, cell-based, luminescence, agonist arm of biased-ligand search; Melanocortin receptor 4 (Homo sapiens), P32245; U2OS MC4R beta-arrestin complementation; percent of melanotan II response, DMSO zero; AID 540308, 2011; activation, % at 8.9 µM; 360,000 compounds, 0.98% hits;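 active = activation above a per-plate cutoff, the mean activation of sample wells on that plate plus 3 SD, cut at about 8% in these data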
Target sequence (P32245 whole entry, looked up): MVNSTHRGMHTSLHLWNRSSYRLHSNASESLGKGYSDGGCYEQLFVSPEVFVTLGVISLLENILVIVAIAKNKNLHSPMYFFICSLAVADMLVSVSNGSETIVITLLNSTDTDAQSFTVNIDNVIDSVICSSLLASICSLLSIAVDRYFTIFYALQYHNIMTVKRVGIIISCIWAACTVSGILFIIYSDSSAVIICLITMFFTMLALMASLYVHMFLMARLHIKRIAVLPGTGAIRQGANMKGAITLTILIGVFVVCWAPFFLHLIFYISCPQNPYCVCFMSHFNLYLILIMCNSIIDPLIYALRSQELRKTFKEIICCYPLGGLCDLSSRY
TLR9-MyD88 block: inhibitors of TLR9-MyD88 association in cells, primary screen, cell-based, CHO, BLA complementation, fluorescence; CCF4 FRET ratio; inhibition, % at 4.98 µM; 340,000 compounds, 0.21% hits; AID 504734, 2011;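 active = inhibition above the mean over all tested compounds plus 3 SD, cut at about 21% in these data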;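 note: 0% = DMSO only wells and 100% = clavulanate BLA inhibitor control wells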
Cardio protect: cardioprotection against H2O2-induced cell death, primary screen, uHTS, H9c2 cells, ATPLite luminescence; protection from H2O2 cell death, % at 20 µM; H9c2 cardiomyocytes, H2O2 injury protection, 2 h; 360,000 compounds, 0.63% hits;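 active = compounds giving at least 50% protection of heart cells from peroxide-induced death in the single-dose screen, raw or plate-pattern-corrected value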;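 note: 0% = DMSO wells with peroxide and 100% = DMSO wells without peroxide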
N-glyco inh: increase of ERlucT glycosylation luciferase signal, primary screen, N-linked glycosylation inhibitor project, D54 ERlucT cells, luminescence, set 2; D54 ERlucT glycosylation luciferase reporter, 24 h; percent of 100 nM tunicamycin response; 360,000 compounds, 0.23% hits; AID 588692, 2011; reporter increase, % at 12.5 µM;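 active = mean luciferase reporter signal, scaled so untreated is 0 and the glycosylation-blocking control 100, at or above a set limit in every replicate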;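 note: luciferase carries N-glycosylation sites so blocking glycosylation raises the light; 0% = median of neutral control wells and 100% = median of 100 nM tunicamycin wells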
SRC2 inh: inhibition of GAL4-SRC2 driven luciferase reporter, primary screen, SRC2 inhibitor project, cell-based, luminescence; HEK293 GAL4-SRC2 luciferase reporter; Nuclear receptor coactivator 2 (Homo sapiens), Q15596; AID 651957, 2012; inhibition, % at 9 µM; 370,000 compounds, 0.17% hits;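 active = inhibition above the mean inhibition of all tested compounds plus 3 SD, set per campaign, cut at about 52% in these data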;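 note: 0% = DMSO treated cells and 100% = cells given Gossypol at 36 µM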
MC4R antag cAMP: MC4R antagonists of cAMP signaling, primary screen, cell-based, TR-FRET, antagonist arm of biased-ligand search; Melanocortin receptor 4 (Homo sapiens), P32245; MC4R-expressing cells, MTII-stimulated cAMP, LANCE TR-FRET; inhibition, % at 6.5 µM; 360,000 compounds, 0.48% hits; AID 540295, 2011;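 active = inhibition above its plate's cutoff, the mean of tested wells on that plate plus 3 SD, cut at about 29% in these data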;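 note: 0% = Melanotan II alone and 100% = Melanotan II plus saturating MCL0020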
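Material: U2OS-MC4R stable cell line | Reagent: Melanotan II challenge after compound preincubation | Doses: One concentration, 6.5 µM nominal | Incubation: 30-min compound preincubation, 1-h Melanotan II challenge, 1-h detection, room temperature | Signal: TR-FRET cAMP assay | Replicates: One well per compound, no replicates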
NOD2-RIPK2 inh: NOD2-RIPK2 binding disruptors in cells, primary screen, fluorescence, CHO cells, BLA complementation. CCF4 ratio. Receptor-interacting serine/threonine-protein kinase 2 (Homo sapiens), O43353. inhibition, % at 4.98 µM. 360,000 compounds, 0.38% hits; in the data active = inhibition above about 21%;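 note: 0% = vehicle only and 100% = reference blocker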
Starred values were filed as active, the others as inactive; / = not tested or not shown.

structure	MC4R barr agon	TLR9-MyD88 block	MC4R antag cAMP	N-glyco inh	Cardio protect	ABCB6 inh 2	SRC2 inh	ABHD5 PLIN5 PPI	NOD2-RIPK2 inh	HTR2A ag
O=C(CCCn1c(=O)oc2ccccc21)N1CCN(c2ccccn2)CC1	-0.4	1	6	2	4	89	-9	0	1	8
CS(=O)(=O)N(Cc1ccccc1)c1ccccc1C(=O)N1CCN(c2ccccc2)CC1	-1.3	1	-3	-1	-2	88	2	-6	-12	-3
CC1(C)CC2CC(C)(CN2S(=O)(=O)c2ccc(C(=O)Nc3ccc(Cl)c(S(=O)(=O)N4CCOCC4)c3)cc2)C1 (centres undefined)	-0.6	-3	-1	-10	-15	92	7	3	-6	5
Cn1cc(-c2nnnn2-c2ccccc2)c(=O)c2ccccc21	0.4	-6	7	3	0	94	1	-1	4	0
COc1ccc(CC(=O)OCC(=O)Nc2ccc(C(=O)Nc3ccc(OC)cc3)cc2)cc1	-1.6	-8	7	-1	-1	100	-12	0	10	5
O=C(O)[C@H]1CCCC[C@H]1C(=O)Nc1ccc(S(=O)(=O)N2CCOCC2)cc1	0.0	-24	10	0	0	101	-2	-3	-18	1
Cc1ccc(C2NC(=O)c3sc(=S)n(-c4ccccc4)c3N2)cc1 (centres undefined)	-4.6	-8	7	-2	-8	101	-9	-5	0	4
Cc1ccccc1COC(=O)c1nn(-c2ccccc2)nc1N	-1.4	-2	-2	-1	2	104	6	-9	4	-2
CCOc1ccccc1C1C2=C(COC2=O)Nc2cc3c(cc21)OCO3 (centres undefined)	-1.9	9	-12	15	4	112	16	-1	11	2
CCC(NC(=S)NC1CCCCC1)c1ccccc1 (centres undefined)	-1.1	-1	4	-3	-3	91	31	-5	1	-1
OC(C[n+]1ccccc1)c1ccccc1 (centres undefined)	-0.8	-8	-5	0	5	82	10	-2	4	6
NC(=S)NN=C1CCCCCCCCCC1	-0.9	4	-2	-1	-8	93	23	-17	-7	1
CCCC(=O)Nc1ccc(C(=O)COC(=O)c2cc(C)oc2C)cc1	-0.9	-7	-4	0	-3	97	-22	2	-8	5
CC1=CCC(C(=O)O)C(C(=O)Nc2cccnc2)C1 (centres undefined)	-0.8	-2	11	3	7	100	19	1	-3	3
CCC(C(=O)NCCCN1CCCCCC1)n1nc(C)c2sc3ccccc3c2c1=O (centres undefined)	-0.3	-5	17	-1	3	98	-15	-5	2	12
Cc1cc(C(=O)N2CCN(S(=O)(=O)c3ccccc3F)CC2)c(C)o1	-2.6	8	-2	1	-2	93	0	5	-3	6
CC(C)(C)N(Cc1ccccc1)C(=O)COC(=O)CN1C(=O)C2CC=CCC2C1=O (centres undefined)	-0.3	-1	1	2	-1	97	10	3	-5	0
CCOc1ccc(NC(=O)CN(C)C(=O)c2cc(S(=O)(=O)N3CCCCCC3)ccc2OC)cc1OCC	-2.7	4	2	-1	-6	99	10	-7	-7	-8
CC(=O)Nc1ccc(NC(=O)Cn2c(CC(=O)N3CCCC3)nc3ccccc32)cc1	-1.2	-5	5	-2	-6	104	/	2	2	4
O=C(Nc1ccc(F)c(Cl)c1)c1ccc2c(=O)n3c(nc2c1)CCCCC3	1.7	-3	11	-3	0	99	-30	-1	9	1
CN(C)C(=S)NC1(C)CCS(=O)(=O)C1 (centres undefined)	-0.8	-1	-3	2	-5	99	10	-10	-9	4
COc1cccc(OCCNc2cc(N3CCOCC3)ccc2[N+](=O)[O-])c1	-3.1	4	9	4	-3	92	-23	7	1	-2
Cc1cc(-c2[nH]nc3c2C(c2ccsc2)C(C#N)=C(N)O3)c(C)s1 (centres undefined)	1.2	2	-5	0	-9	98	-22	-16	-6	1
Cn1c(N)c(C(=O)COC(=O)COc2ccc(Br)cc2)c(=O)n(C)c1=O	-0.3	-2	3	1	0	93	-35	2	0	-4
NS(=O)(=O)c1ccc(NC(=O)CN2CCc3ccccc32)cc1	-0.7	-5	6	0	2	99	13	4	-14	4
COc1ccc(OC)c(NC(=O)CN(c2ccc(OC)c(Cl)c2)S(C)(=O)=O)c1	0.4	4	5	1	2	98	-5	7	-6	-8
O=C(COC(=O)Cc1cccs1)Nc1ccc(F)c(F)c1F	-1.0	0	0	2	7	103	11	3	-4	6
O=C1c2ccccc2[C@@H]2Cc3csc[n+]3[C@H]12	/	/	/	/	/	94	17	-15	1	2
Cc1ccc(C)c(NC(=O)c2nc(Cl)ccc2Cl)c1	5.5	-7	-2	0	-1	98	-44	3	1	0
CC(=O)Nc1ccc(S(=O)(=O)N[C@@H](C)C(=O)OCc2ccc(Cl)cc2)cc1	-1.8	8	21	0	-4	94	9	2	5	2

3 of these compounds in a different format:
Under each structure – MC4R barr agon, TLR9-MyD88 block, MC4R antag cAMP, N-glyco inh, Cardio protect, ABCB6 inh 2, SRC2 inh, ABHD5 PLIN5 PPI, NOD2-RIPK2 inh, HTR2A ag
- CCOc1ccccc1C1C2=C(COC2=O)Nc2cc3c(cc21)OCO3 (centres undefined)
→ -1.9, 9, -12, 15, 4, 112, 16, -1, 11, 2
- CCC(NC(=S)NC1CCCCC1)c1ccccc1 (centres undefined)
→ -1.1, -1, 4, -3, -3, 91, 31, -5, 1, -1
- OC(C[n+]1ccccc1)c1ccccc1 (centres undefined)
→ -0.8, -8, -5, 0, 5, 82, 10, -2, 4, 6

Part of the list above, with values under each structure:
Order of values: MC4R barr agon	TLR9-MyD88 block	MC4R antag cAMP	N-glyco inh	Cardio protect	ABCB6 inh 2	SRC2 inh	ABHD5 PLIN5 PPI	NOD2-RIPK2 inh	HTR2A ag
- Cc1ccc(C2NC(=O)c3sc(=S)n(-c4ccccc4)c3N2)cc1 (centres undefined)
 : -4.6	-8	7	-2	-8	101	-9	-5	0	4
- NS(=O)(=O)c1ccc(NC(=O)CN2CCc3ccccc32)cc1
 : -0.7	-5	6	0	2	99	13	4	-14	4
- COc1ccc(OC)c(NC(=O)CN(c2ccc(OC)c(Cl)c2)S(C)(=O)=O)c1
 : 0.4	4	5	1	2	98	-5	7	-6	-8
- CC(=O)Nc1ccc(NC(=O)Cn2c(CC(=O)N3CCCC3)nc3ccccc32)cc1
 : -1.2	-5	5	-2	-6	104	/	2	2	4
- Cc1ccccc1COC(=O)c1nn(-c2ccccc2)nc1N
 : -1.4	-2	-2	-1	2	104	6	-9	4	-2

Carrying on.
structure	MC4R barr agon	TLR9-MyD88 block	MC4R antag cAMP	N-glyco inh	Cardio protect	ABCB6 inh 2	SRC2 inh	ABHD5 PLIN5 PPI	NOD2-RIPK2 inh	HTR2A ag
COC(=O)c1cc(OC)c(OC)cc1NC(=O)C(C)c1ccc([N+](=O)[O-])cc1 (centres undefined)	-1.6	-3	5	-2	-1	103	-32	1	-8	-2
CN1CCN(C(=O)C[C@@H]2C=C[C@H](NS(=O)(=O)c3cccc(F)c3)[C@@H](CO)O2)CC1	/	/	/	/	/	/	-12	5	-7	3
O=C(c1ccccc1-c1ncc[nH]1)N1CCCC(Nc2ccc(F)cc2)C1 (centres undefined)	-0.4	-4	7	0	5	101	10	4	9	-4
CCOC(=O)COc1ccc(C(=O)CC)cc1OC	-2.6	11	13	-1	10	101	-6	0	-3	-2
O=C(NCC(c1ccco1)N1CCOCC1)C1CCCCC1 (centres undefined)	-0.6	-6	7	0	-1	96	2	-4	7	4
O=C(CS(=O)(=O)c1ccccc1)c1ccc2c(c1)OCCO2	-0.8	-3	8	-4	-14	86	-77	-2	-15	1
Nc1nc(SCC(=O)Nc2ncc(Cl)cc2Cl)n[nH]1	-0.7	-7	5	3	0	106	1	-3	1	3
O=C(O)c1ccc(N(Cc2ccccc2)S(=O)(=O)c2ccccc2)cc1	-1.0	-3	18	2	-1	99	-19	-2	-4	-5
CN1CCN(c2ccc(C(=O)c3ccc(Br)cc3)cc2[N+](=O)[O-])CC1	1.6	4	-9	-6	11	106	22	18	1	-6
Cc1cc(O)cc(C)c1NS(=O)(=O)c1ccc2ccccc2c1	-1.6	7	9	-1	0	98	-29	7	-20	-7
C=CCSc1ccsc1C(=O)O	1.6	3	8	0	1	103	-10	1	-4	-1
S=c1[nH]nc(-c2ccco2)n1/N=C/c1cccc(Cl)c1	-3.1	0	-4	1	2	93	-20	4	-4	8
O=C(CSc1nc2ccccc2o1)N1N=C(c2cccs2)CC1c1ccc(F)cc1 (centres undefined)	-1.1	5	1	-5	-6	93	-7	-4	-5	-2
O=S(=O)(c1ccc(NC(=S)Nc2ccc3c(c2)OCO3)cc1)N1CCOCC1	-1.8	-7	-8	2	0	106	-34	-5	6	1
CC(C)C(=O)NNC(=O)CN1CCN(c2nc(-c3ccccc3)cs2)CC1	-1.7	-2	-2	-2	-2	100	-1	4	-5	0
Cc1ccc(/C=N/Nc2ccccn2)s1	-0.5	-3	-8	1	-3	99	-55	-7	7	1
Fc1ccccc1CNc1ncnc2sccc12	0.5	-2	-12	-1	-15	89	27	12	-24	11
CC1CC(=O)N(CC(=O)Nc2ccc3c(c2)OCCO3)c2ccccc2S1 (centres undefined)	0.6	-3	-5	0	4	98	2	2	-4	-2
CC(Oc1ccc(Br)cc1)C(=O)NCC1(N2CCCCC2)CCCCC1 (centres undefined)	-1.4	-7	-6	-4	2	97	-2	2	-3	-3
CC(=O)c1ccc(N2CCN(C(=O)Nc3cccc(F)c3)CC2)cc1	-2.1	-3	3	2	-1	101	0	-4	-9	3
Cc1cc(Oc2ccccc2)nc(SCC(=O)Nc2ccc(Cl)c(Cl)c2)n1	-2.2	0	5	-2	-22	94	7	-9	-7	-7
C/C(=N\NC(=O)c1ccc(Cl)cc1)c1ccc(Br)s1	-2.4	-6	3	2	4	97	-74	0	-7	-3
CCOc1ccc(-n2cnnn2)cc1S(=O)(=O)Nc1c(C)cccc1C	-0.2	-1	8	-1	2	97	5	-1	-1	2

This is a subset; the hit share may differ from the screen's.
